Screens as filed in PubChem BioAssay.
Pin1 inhibitor = human Pin1 inhibition. Potency, µM (highest dose often 115 µM), for inactives: at the highest dose activity, negative = inhibition, actives largely listed as inhibitors. Q13526. actives 0.009% (n = 390,000). Pin1 FP peptide displacement, HiFluor488, 10 min; active means well fitted inhibition curve with a large enough effect in the polarisation, with a control signal flat, not every such curve was filed as active; inconclusive means small, poorly fitted or top-dose-only effect, or effect the other way, or a change in a side signal; inactive means no such curve, though single readings can be large or run the other way; the % refers to the polarisation; further: potency means the concentration at half of the fitted maximal effect; on the % scale 0 is the no-effect control and ±100 the full control effect
mIDH1 inhibitor = blocks human mutant IDH1 R132H enzyme | O75874 | IDH1-R132H enzyme, NADPH consumption, diaphorase/resazurin fluorescence | Potency, µM (highest dose often 76.6 µM), without a hit: at the highest dose activity change, negative = inhibition, usual class: inhibitors | actives 0.093% (n = 390,000); further: potency means the concentration at half of the fitted maximal effect; on the % scale 0 is the no-effect control and ±100 the full control effect; nearly all actives have a fitted effect of over 65% in size
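IDH1-R132H (0.5 ug/mL dispensed) in pH 7.5 Tris buffer was preincubated 30 min with compound, then given a substrate mix of 0.016 mM NADPH and 2 mM alpha-KG for 80 min at room temperature; remaining NADPH was read by diaphorase/resazurin fluorescence.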
GLS inh = glutaminase GLS (human) inhibition; actives 0.21% (n = 410,000); Potency, µM (top dose mostly 45.5 µM), without a hit: top-dose activity change, negative = inhibition, hits mostly inhibitors; O94925; GLS enzymatic activity, qHTS titration; AID 624170; further: potency means the concentration at half of the fitted maximal effect; on the % scale 0 is the no-effect control and ±100 the full control effect
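Compounds were pin-transferred onto hKGA, after which L-glutamine (1 mM solution) and a detection mix of glutamate oxidase, HRP and Amplex Red were added. Initial and 30 min RT fluorescence reads were collected.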
rTrxR1 inhibitor = inhibitors of rat thioredoxin reductase 1; O89049; recombinant rTrxR1, NADPH fluorescence consumption, selenite substrate; Potency, µM (highest dose often 114 µM), for inactives: top-dose activity change, negative = inhibition, usual class: inhibitors; actives 1% (n = 390,000); AID 588453; further: potency means the concentration at half of the fitted maximal effect; on the % scale 0 is the no-effect control and ±100 the full control effect; nearly all actives have a fitted effect of over 65% in size
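Rat TrxR1 (90 nM in the dispensed reagent) was pre-reduced with 400 uM NADPH for 5 min at room temperature, then incubated with compound for 15 min. After 400 uM selenite was added, NADPH fluorescence (Ex 340/Em 450 nm) was followed for 8 min.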
PI4K2A inh = inhibitors of human PI4K2A. actives 0.13% (n = 420,000). activity change, negative = inhibition, % at 76.9 µM. Q9BTU6. purified PI4K2A, ADP-Glo luminescence, 1 h; hits give low values; in the data active means activity change below about -50%; inconclusive means mostly about -30% to -49%;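 further: -100% = wells without enzyme as full effect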
Target sequence (Q9BTU6 whole entry, looked up): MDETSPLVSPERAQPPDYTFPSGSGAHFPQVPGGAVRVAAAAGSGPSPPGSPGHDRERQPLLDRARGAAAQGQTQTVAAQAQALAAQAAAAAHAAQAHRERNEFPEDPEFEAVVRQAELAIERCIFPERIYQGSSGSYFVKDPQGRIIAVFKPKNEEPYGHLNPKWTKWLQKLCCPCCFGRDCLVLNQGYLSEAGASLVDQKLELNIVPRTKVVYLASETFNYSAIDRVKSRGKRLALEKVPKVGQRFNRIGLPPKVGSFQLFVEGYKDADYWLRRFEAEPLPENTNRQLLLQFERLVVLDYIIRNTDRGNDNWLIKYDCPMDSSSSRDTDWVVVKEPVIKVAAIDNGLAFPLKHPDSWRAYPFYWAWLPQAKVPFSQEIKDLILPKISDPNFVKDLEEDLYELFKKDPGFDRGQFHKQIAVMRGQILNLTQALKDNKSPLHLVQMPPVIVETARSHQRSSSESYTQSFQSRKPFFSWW
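In this quantitative HTS, ADP production by PI4K2A was quantified luminescently after 1 h at ambient temperature; 100 microM adenosine served as plate-quality control.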
Tb PGK inh = inhibitors of T. brucei phosphoglycerate kinase; P07378; PGK/GAPDH coupled, Kinase-Glo luminescence, 60 min; Potency, µM (series often up to 57.5 µM), without a hit: top-dose activity change, negative = inhibition, usual class: inhibitors; actives 0.043% (n = 380,000); AID 602233; further: potency means the concentration at half of the fitted maximal effect; on the % scale 0 is the no-effect control and ±100 the full control effect; nearly all actives have a fitted effect of over 60% in size
Target sequence (P07378 whole entry, looked up): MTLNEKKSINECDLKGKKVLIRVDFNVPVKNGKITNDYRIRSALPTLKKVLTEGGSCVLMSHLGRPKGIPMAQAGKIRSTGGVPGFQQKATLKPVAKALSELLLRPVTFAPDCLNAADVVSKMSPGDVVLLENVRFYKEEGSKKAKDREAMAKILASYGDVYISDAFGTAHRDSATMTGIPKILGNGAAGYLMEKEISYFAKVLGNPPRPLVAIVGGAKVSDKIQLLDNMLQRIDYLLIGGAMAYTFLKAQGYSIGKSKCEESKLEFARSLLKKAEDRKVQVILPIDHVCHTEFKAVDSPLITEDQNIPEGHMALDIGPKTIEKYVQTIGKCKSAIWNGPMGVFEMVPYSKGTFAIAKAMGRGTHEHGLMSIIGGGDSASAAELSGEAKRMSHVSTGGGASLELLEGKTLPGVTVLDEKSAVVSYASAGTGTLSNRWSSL
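Luminescent ATP detection (Kinase-Glo Plus) follows a 60-minute room-temperature incubation, with wells lacking PGK as controls. Buffer: 100 mM TEA (pH 7.6), 5 mM MgCl2, 0.01% Tween-20. Coupling enzyme GAPDH (100 nM final) supplies unstable 1,3-BPG in-well.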
HP1b binding inh = inhibitors of HP1-beta chromodomain binding to methylated histone tails; P83916; AlphaScreen HP1-beta / biotin-H3K9me3 peptide binding; AID 540317; actives 0.56% (n = 390,000); Potency, µM (series often up to 114 µM), for the others: at the top dose activity change, negative = inhibition, actives largely listed as inhibitors; further: potency means the concentration at half of the fitted maximal effect; nearly all actives have a fitted effect of over 70% in size; inactives centre near 23
Target sequence (P83916 whole entry, looked up): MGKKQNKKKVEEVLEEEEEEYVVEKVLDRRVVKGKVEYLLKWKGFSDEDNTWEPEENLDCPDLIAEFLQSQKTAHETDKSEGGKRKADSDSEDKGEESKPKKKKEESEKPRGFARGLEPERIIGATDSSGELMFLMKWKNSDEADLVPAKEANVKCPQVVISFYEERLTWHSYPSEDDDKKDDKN
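Compound inhibition of the preformed complex between 50 nM HP1-beta and 50 nM biotinylated H3K9me3 peptide was read by AlphaScreen. Buffer was PBS pH 7.4 with 0.01% Tween-20. Incubations ran 30 min at room temperature, with 10 ug/mL donor/acceptor beads.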
USP1-UAF1 inh = USP1/UAF1 (human) deubiquitinase inhibition | O94782 | recombinant USP1/UAF1, Ub-Rhodamine cleavage fluorescence | AID 743255 | Potency, µM (titrated, usually from 57.1 µM), for the others: top-dose activity change, negative = inhibition, most hits filed as inhibitors | actives 0.23% (n = 390,000); further: potency means the concentration at half of the fitted maximal effect; on the % scale 0 is the no-effect control and ±100 the full control effect; nearly all actives have a fitted effect of over 60% in size; inactives centre near -12
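High-throughput fluorogenic screen: 1nM USP1/UAF1 complex, Ub-Rho substrate 150nM final, 50mM HEPES pH 7.8 with 0.5mM EDTA, 0.1 mg/ml BSA, 1mM TCEP and 0.01% Tween-20.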
TrxR1 substrate = rat thioredoxin reductase 1 substrate activity; purified TrxR1 substrate turnover, NADPH consumption readout; actives 0.01% (n = 390,000); AID 588456; O89049; Potency, µM (top dose mostly 114 µM), inactives show top-dose activity change, negative = substrate turnover; further: potency means the concentration at half of the fitted maximal effect; on the % scale 0 is the no-effect control and ±100 the full control effect; nearly all actives have a fitted effect of over 50% in size
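Rat TrxR1, dispensed at 90 nM, was prereduced with 400 uM NADPH (final) for 5 min at ~22 deg C, then incubated with compound 15 min before 400 uM selenite. A first-read NADPH fluorescence drop versus no-compound background flagged substrates.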
* marks the source's active call; other numbers are inactive results; [ ] = remark or other dose. Unless noted, the call rests on the fitted dose curve; in most records, active means well fitted curve in the direction sought with a large enough effect; inconclusive means small, poorly fitted or top-dose-only effect, or another doubt; inactive means no such curve, though single readings can be large; an effect the other way counts as inactive or inconclusive. The list is partial; the hit share may differ from the screen's.

`Cc1nnc(SCc2cccc([N+](=O)[O-])c2)o1` gave Pin1 inhibitor 6%, mIDH1 inhibitor -4%, GLS inh 9%, rTrxR1 inhibitor 11%, PI4K2A inh 1, Tb PGK inh -1%, HP1b binding inh 54%[activator], USP1-UAF1 inh -4% and TrxR1 substrate -7%.
Screening COc1ccc(CNC(=O)c2cc3sccc3n2C)cc1 returned Pin1 inhibitor -2%, GLS inh 3%, rTrxR1 inhibitor 3%, PI4K2A inh -1, HP1b binding inh 0%, USP1-UAF1 inh -9% and TrxR1 substrate -1%.
For O=C(COC(=O)c1ccc2c(c1)OCO2)Nc1ncc(Cl)cc1Cl the results were Pin1 inhibitor -13%, mIDH1 inhibitor -5%, GLS inh -3%, rTrxR1 inhibitor 10%, PI4K2A inh -2, Tb PGK inh -1%, HP1b binding inh 35%[activator], USP1-UAF1 inh -1% and TrxR1 substrate 5%.
`O=C(Nc1cccc(C(F)(F)F)c1)OCCN1CCN(Cc2ccccc2)CCC1=O` gave Pin1 inhibitor 0%, mIDH1 inhibitor 14%, GLS inh -5%, rTrxR1 inhibitor 11%, PI4K2A inh -2, Tb PGK inh -2%, HP1b binding inh 29%, USP1-UAF1 inh -34% and TrxR1 substrate 0%.
`O=c1[nH][nH]cc1C=Nc1ccccc1O` gave Pin1 inhibitor -1%, mIDH1 inhibitor 8%, GLS inh 0%, rTrxR1 inhibitor -8%[57.1 µM], PI4K2A inh 1, Tb PGK inh inactive, HP1b binding inh 50%[activator], USP1-UAF1 inh -17% and TrxR1 substrate 7%[57.1 µM].
For Cn1c(CCN2CCN(c3ccccn3)CC2)nc2cc(NC(=O)COc3ccccc3)ccc21 the results were Pin1 inhibitor -17%, mIDH1 inhibitor 5%, GLS inh 1%, rTrxR1 inhibitor 10%, PI4K2A inh -3, Tb PGK inh inactive, HP1b binding inh 33%, USP1-UAF1 inh -21% and TrxR1 substrate -2%.
Screening CCC(C)OC(=O)C[N+](C)(C)CCOC1CC2CCC1(C)C2(C)C (centres undefined) returned Pin1 inhibitor 2%, mIDH1 inhibitor 3%, GLS inh 0%, rTrxR1 inhibitor 3%[57.1 µM], PI4K2A inh 5, Tb PGK inh -7%, HP1b binding inh 37%[activator], USP1-UAF1 inh -16% and TrxR1 substrate 1%[57.1 µM].
`COC(=O)CCN1CCc2cc(N=Nc3ccc([N+](=O)[O-])cc3)ccc21` gave Pin1 inhibitor -3%, mIDH1 inhibitor -1%, GLS inh 3%, rTrxR1 inhibitor 3%[57.1 µM], PI4K2A inh -2, Tb PGK inh -10%, HP1b binding inh -39%, USP1-UAF1 inh -10% and TrxR1 substrate -6%[57.1 µM].
CCN(C(=O)COC(=O)c1cc(OC)ccc1Br)C1CCS(=O)(=O)C1 (centres undefined) was read as Pin1 inhibitor 6%, mIDH1 inhibitor 18%, GLS inh -14%, rTrxR1 inhibitor inconclusive, PI4K2A inh 12, Tb PGK inh 6%, HP1b binding inh 10%, USP1-UAF1 inh -5% and TrxR1 substrate 0%.
`Cc1ccc(C2=Nc3ccccc3NC(C)(c3ccc(C)o3)C2)o1` (centres undefined) gave Pin1 inhibitor inconclusive, mIDH1 inhibitor 7%, GLS inh 3%, rTrxR1 inhibitor inconclusive, PI4K2A inh -8, Tb PGK inh -7%, HP1b binding inh -20%, USP1-UAF1 inh -20% and TrxR1 substrate -3%.
`Cc1cc2nc3n(c2cc1C)CC1CC(C(=O)NCc2cccc(C(F)(F)F)c2)N(C)C31` (centres undefined) gave Pin1 inhibitor 23%, mIDH1 inhibitor 3%, GLS inh 2%, rTrxR1 inhibitor -3%, PI4K2A inh -3, Tb PGK inh -2%, HP1b binding inh 37%, USP1-UAF1 inh -25% and TrxR1 substrate 3%.
`O=C(Nc1ccccc1)OCCCCCOC(=O)Nc1ccccc1` gave Pin1 inhibitor 1%, mIDH1 inhibitor 0%, GLS inh -9%, rTrxR1 inhibitor 37%[activator], PI4K2A inh 3, Tb PGK inh -10%, HP1b binding inh 21%, USP1-UAF1 inh -16% and TrxR1 substrate 4%.
For COc1ccc(S(=O)(=O)N(CC(=O)NCCSc2ccccc2)c2ccc(Cl)cc2)cc1 the results were Pin1 inhibitor 15%, mIDH1 inhibitor -3%, GLS inh -1%, rTrxR1 inhibitor 22%, PI4K2A inh -2, Tb PGK inh -1%, HP1b binding inh 18%, USP1-UAF1 inh -16% and TrxR1 substrate -3%.
For COC(=O)c1ccc(-c2ccc(C(c3c(C)[nH][nH]c3=O)c3c(C)[nH][nH]c3=O)o2)cc1 the results were Pin1 inhibitor inconclusive, mIDH1 inhibitor 5%, GLS inh -10%, rTrxR1 inhibitor -20%, PI4K2A inh -7, Tb PGK inh -10%, HP1b binding inh -26%, USP1-UAF1 inh 28µM* and TrxR1 substrate -23%.
For COc1ccc(CN(CC(O)COCc2ccccc2)S(=O)(=O)c2ccccc2Br)cc1 (centres undefined) the results were Pin1 inhibitor 3%, mIDH1 inhibitor -1%, GLS inh -2%, rTrxR1 inhibitor 16%, PI4K2A inh 1, Tb PGK inh -2%, HP1b binding inh 30%, USP1-UAF1 inh -2% and TrxR1 substrate -10%.
`Cc1ccc2occ(/C=N/O)c(=O)c2c1` gave Pin1 inhibitor -2%, mIDH1 inhibitor 4%, GLS inh 32%, rTrxR1 inhibitor 37%[activator][57.1 µM], PI4K2A inh -26, Tb PGK inh -9%, HP1b binding inh 21%, USP1-UAF1 inh -6% and TrxR1 substrate 15%[57.1 µM].
For Cc1ccccc1N1C(=O)CC2(CCCC2)CC1=O the results were Pin1 inhibitor 5%, mIDH1 inhibitor 0%, GLS inh -14%, rTrxR1 inhibitor 19%, PI4K2A inh -2, Tb PGK inh inactive, HP1b binding inh 43%[activator], USP1-UAF1 inh -17% and TrxR1 substrate 1%.
Screening O=C(/C=C/c1ccco1)Nc1cccnc1Cl returned Pin1 inhibitor -1%, mIDH1 inhibitor -8%, GLS inh -21%, rTrxR1 inhibitor 16µM*, PI4K2A inh -20, Tb PGK inh -7%, HP1b binding inh 5%, USP1-UAF1 inh -1% and TrxR1 substrate 1%.
Screening Cc1cc(NC(=O)NC(=O)c2ccccc2NC(=O)C(C)N)ccc1Oc1ncc(Br)cn1 (centres undefined) returned Pin1 inhibitor 4%, mIDH1 inhibitor 5%, GLS inh 8%, rTrxR1 inhibitor -8%, PI4K2A inh 0, Tb PGK inh -4%, HP1b binding inh 43%[activator], USP1-UAF1 inh -15% and TrxR1 substrate -6%.
For Cc1cc(NC(=O)C2CC(c3ccc(F)cc3)=NO2)n(-c2ccccc2)n1 (centres undefined) the results were Pin1 inhibitor 2%, mIDH1 inhibitor 0%, GLS inh 2%, rTrxR1 inhibitor 3%[57.1 µM], PI4K2A inh -8, Tb PGK inh -5%, HP1b binding inh 24%, USP1-UAF1 inh -19% and TrxR1 substrate 4%[57.1 µM].
Screening CCCCCC(=O)NCc1c(C(F)(F)F)nn(C)c1N1CCOCC1 returned Pin1 inhibitor 0%, mIDH1 inhibitor -5%, GLS inh 0%, rTrxR1 inhibitor 4%[57.1 µM], PI4K2A inh 0, Tb PGK inh -8%, HP1b binding inh 32%, USP1-UAF1 inh 3% and TrxR1 substrate 6%[57.1 µM].
CC(C)(C)[C@H]1C=C(C(N)=O)O[C@@H](OCCCCO)C1 was read as Pin1 inhibitor 1%, mIDH1 inhibitor 28%, GLS inh 0%, rTrxR1 inhibitor 5%, PI4K2A inh -6, Tb PGK inh -8%, HP1b binding inh 25%, USP1-UAF1 inh -25% and TrxR1 substrate 7%.
COc1ccc(/C=C(/NC(=O)c2ccc(Br)cc2)C(=O)N2CCOCC2)cc1 was read as Pin1 inhibitor -1%, mIDH1 inhibitor 5%, GLS inh 7%, rTrxR1 inhibitor -7%, PI4K2A inh -1, Tb PGK inh 6%, HP1b binding inh 31%, USP1-UAF1 inh -6% and TrxR1 substrate -8%.
COc1ccc(C2C(C(C)=O)=C(O)C(=O)N2c2ccc(Br)cn2)cc1 (centres undefined) was read as Pin1 inhibitor -4%, mIDH1 inhibitor 10%, GLS inh 7%, rTrxR1 inhibitor 18%[57.1 µM], PI4K2A inh 4, Tb PGK inh -7%, HP1b binding inh 26%, USP1-UAF1 inh -18% and TrxR1 substrate 0%[57.1 µM].
`Cc1c(O)nc(SCC(=O)Nc2ccc3c4c(cccc24)CC3)n(-c2ccccc2)c1=O` gave Pin1 inhibitor 7%, mIDH1 inhibitor 3%, GLS inh 18%, rTrxR1 inhibitor 8%[57.1 µM], PI4K2A inh 8, Tb PGK inh 1%, HP1b binding inh 6%, USP1-UAF1 inh -8% and TrxR1 substrate 5%[57.1 µM].
`N#Cc1ccc2ccn(CC(=O)N3CCCc4ccccc43)c2c1` gave Pin1 inhibitor 16%, mIDH1 inhibitor 4%, GLS inh 0%, rTrxR1 inhibitor 29%[57.1 µM], PI4K2A inh -5, HP1b binding inh 20%, USP1-UAF1 inh 0% and TrxR1 substrate 14%.
For COc1ccccc1C(=O)COC(=O)C1(C)CC1(Cl)Cl (centres undefined) the results were Pin1 inhibitor 0%, mIDH1 inhibitor 2%, GLS inh -11%, rTrxR1 inhibitor 30%[57.1 µM], PI4K2A inh -2, Tb PGK inh inactive, HP1b binding inh 171%[activator], USP1-UAF1 inh -21% and TrxR1 substrate 10%[57.1 µM].
